Giardia kill – Small Molecules that selectively kill Giardia lamblia: qHTS; AID 540267, 2011; 340,000 tested, 0.15% active; Giardia lamblia trophozoite viability; activity change, % at 7.66 µM, hits read low; in the data active = activity change below about -80%; inconclusive = between about -30% and that limit;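 note: parasites exposed to compound for two days anaerobically before the ATP read; % is set by controls: 0 for no effect and ±100 for the full control effect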
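Luminescent ATP signal served as the viability read-out, measured 15-30 min after adding ATP detection reagent to trophozoites that had been incubated with compounds for 48 hrs at 37 deg C anaerobically at 100 cells/well.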
FLuc modulator – qHTS profiling assay for firefly luciferase inhibitor/activator using purifed enzyme and Km concentrations of substrates (counterscreen for miR-21 project); Luciferin 4-monooxygenase (Photinus pyralis), P08659; purified FLuc, Km substrates, luminescence inhibition; Potency, µM (highest dose often 57.5 µM), inactives show at the top dose activity change, negative = inhibition, hits mostly inhibitors; 360,000 tested, 6.9% active;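 note: potency is the fitted concentration of half-maximal effect; plate controls were vehicle for no effect and reference inhibitor for full effect; nearly all actives have a fitted effect of over 55% in size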
Target sequence (P08659 whole entry, looked up): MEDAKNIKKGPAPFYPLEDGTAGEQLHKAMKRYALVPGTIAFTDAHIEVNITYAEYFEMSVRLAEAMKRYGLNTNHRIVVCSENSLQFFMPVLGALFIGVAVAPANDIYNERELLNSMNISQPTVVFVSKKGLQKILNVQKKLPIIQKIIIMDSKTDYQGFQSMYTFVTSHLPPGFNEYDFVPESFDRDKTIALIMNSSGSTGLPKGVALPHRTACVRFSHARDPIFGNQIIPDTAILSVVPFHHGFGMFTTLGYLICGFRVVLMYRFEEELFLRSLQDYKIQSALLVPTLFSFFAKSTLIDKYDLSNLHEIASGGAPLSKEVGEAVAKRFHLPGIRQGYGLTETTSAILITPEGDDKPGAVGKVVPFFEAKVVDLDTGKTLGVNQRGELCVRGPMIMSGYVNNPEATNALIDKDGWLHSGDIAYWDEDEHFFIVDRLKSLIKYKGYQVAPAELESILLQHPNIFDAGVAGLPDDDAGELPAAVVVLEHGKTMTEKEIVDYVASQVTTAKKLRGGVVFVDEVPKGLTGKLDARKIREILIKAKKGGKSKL
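Purified P. pyralis luciferase, 10 nM final, with Km-level 10 uM D-luciferin and 10 uM ATP in 50 mM Tris acetate pH 7.5, 10 mM Mg acetate, 0.01% Tween-20, 0.05% BSA; 6-point qHTS titration about 60 µM downward; luminescence read.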
uPA generation – qHTS for Inhibitors of Cell Surface uPA Generation | 330,000 tested, 0.31% active | cell surface uPA generation assay, qHTS | Potency, µM (highest dose often 38.3 µM), without a hit: top-dose activity change, negative = inhibition, usual class: inhibitors | AID 540303, 2011; active = well fitted inhibition curve with a large enough effect; inconclusive = small, poorly fitted or top-dose-only effect; inactive = no such curve, though single readings can be large or run the other way; tested in mouse RAW 264.7 cells; note: potency is the fitted concentration of half-maximal effect; % is set by controls: 0 for no effect and ±100 for the full control effect; nearly all actives have a fitted effect of over 55% in size
RORgamma inh – qHTS for inhibitors of ROR gamma transcriptional activity; Drosophila S2 Gal4-RORgamma UAS-luciferase reporter, 20 h; AID 2551, 2010; Nuclear receptor ROR-gamma (Mus musculus), P51450; Potency, µM (titrated, usually from 53.6 µM), inactives show top-dose activity change, negative = inhibition, actives largely listed as inhibitors; 310,000 tested, 5.4% active; note: potency is the fitted concentration of half-maximal effect; % is set by controls: 0 for no effect and ±100 for the full control effect; nearly all actives have a fitted effect of over 60% in size
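Using a luciferase readout, inhibitors were identified by reduced reporter activity in Drosophila cells coexpressing a copper-inducible Gal4–ROR gamma fusion and UAS-driven Photinus luciferase, incubated 20 hr after 700 uM copper sulfate.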
Rab9 promoter act – qHTS Assay for Rab9 Promoter Activators; Huh7 Rab9 promoter-luciferase reporter, luminescence, 24 h; Potency, µM (doses to about 9.22 µM), inactives show at the highest dose activation, negative = inhibition, most hits filed as activators; 320,000 tested, 2.8% active; AID 485297, 2010; note: potency is the fitted concentration of half-maximal effect; % of control where 0% means no effect; nearly all actives have a fitted effect of over 60% in size
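Quantitative HTS format; Huh7 Rab9-luciferase reporter cells (1500/well) receive compound 2 h post-plating, incubate 24 h at 37 °C, then get luciferase reagent for 10 min before luminescence reading.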
Coupling enz – qHTS Assay for Inhibitors of Fructose-1,6-bisphosphate Aldolase from Giardia Lamblia: Coupling assay counterscreen; coupling enzyme system counterscreen, AmpLite Red fluorescence; activity change, negative = inhibition, % at 58.2 µM, hits read low; 290,000 tested, 0.67% active; in the data active = activity change below about -30%; note: % is set by controls: 0 for no effect and ±100 for the full control effect
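First, compound is pin-transferred into glyceraldehyde-3-phosphate coupling-enzyme reagent at 57.5 uM final and held 10 min at RT. Next, substrate, coupling system and AmpLite Red are added. After 20 min RT, fluorescence (525/598 nm) is read.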
ELG1 genotox – qHTS screen for small molecules that induce genotoxicity in human embryonic kidney (HEK293T) cells expressing luciferase-tagged ELG1. HEK293T ELG1-luciferase reporter, luminescence, 16 h. Potency, µM (series often up to 46 µM), for inactives: top-dose activity change, positive = activation, usual class: activators. 330,000 tested, 1.3% active; note: potency is the fitted concentration of half-maximal effect; % of control where 0% means no effect; nearly all actives have a fitted effect of over 60% in size
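HEK293T cells expressing luciferase-tagged ELG1 were exposed to compound or DMSO vehicle for 16 hr at 37 °C and 5% CO2. Luciferase activity was then measured with ONE-Glo after 30 min at room temperature.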
KCNH2 3.1 block – qHTS for Inhibitors of KCHN2 3.1: Mutant qHTS. activity change, % (tested at about 1.8 µM). AID 720553, 2013. 340,000 tested, 0.95% active. U2OS KCNH2 3.1, thallium flux FluxOr; hits give low values;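 active = maximum activity change below -70%; inconclusive = maximum activity change from -70% to -50%; inactive = maximum activity change above -50%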;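 note: thallium influx rate constant from kinetic fluorescence after stimulation buffer; % is set by controls: 0 for no effect and ±100 for the full control effect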
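Normalized rate constant (relative to positive and negative DMSO controls) derived from a 2 min kinetic fluorescence read after stimulation; U2OS cells expressing the 3.1 isoform via virus at 1.77 x 10^8 /mL.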
NPC1 prom act – qHTS Assay for NPC1 Promoter Activators. Huh7 NPC1 promoter luciferase reporter, 24 h. Potency, µM (doses to about 9.22 µM), for the others: at the top dose activation, most hits filed as activators. 320,000 tested, 2.4% active. AID 485313, 2010;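 note: potency is the fitted concentration of half-maximal effect; % of control where 0% means no effect; nearly all actives have a fitted effect of over 60% in size; reporter is driven by a mutant NPC1 promoter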
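Readout is luciferase luminescence, reflecting NPC1 promoter activation in stably transfected Huh7 cells after 24 h compound exposure at 37 °C in reduced-serum medium with 10% FBS.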
Tb PFK inh – qHTS Assay to Find Inhibitors of T. brucei phosphofructokinase; Potency, µM (highest dose often 57.5 µM), for the others: at the top dose activity, negative = inhibition, hits mostly inhibitors; T. brucei PFK, ADP-Glo luminescence; ATP-dependent 6-phosphofructokinase (Trypanosoma brucei brucei), O15648; 330,000 tested, 0.17% active;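 note: potency is the fitted concentration of half-maximal effect; 0% = uninhibited 1x PFK enzyme wells and -100% = no-enzyme wells; nearly all actives have a fitted effect of over 60% in size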
Target sequence (O15648 whole entry, looked up): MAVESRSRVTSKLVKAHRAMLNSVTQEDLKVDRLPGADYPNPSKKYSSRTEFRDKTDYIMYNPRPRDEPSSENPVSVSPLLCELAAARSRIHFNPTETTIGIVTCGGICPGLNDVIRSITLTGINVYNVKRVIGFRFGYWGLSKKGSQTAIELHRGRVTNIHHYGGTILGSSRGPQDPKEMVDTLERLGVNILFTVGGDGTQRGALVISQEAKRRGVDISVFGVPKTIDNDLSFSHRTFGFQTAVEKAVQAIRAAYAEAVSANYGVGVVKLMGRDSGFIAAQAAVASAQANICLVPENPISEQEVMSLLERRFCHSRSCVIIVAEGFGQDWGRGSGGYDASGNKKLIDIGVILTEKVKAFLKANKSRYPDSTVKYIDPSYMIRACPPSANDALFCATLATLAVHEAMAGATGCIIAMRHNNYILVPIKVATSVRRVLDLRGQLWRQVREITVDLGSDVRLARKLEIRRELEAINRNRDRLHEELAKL
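ADP-Glo luminescence quantified ADP after 45 min at room temperature, with 1.25 nM T. brucei PFK, 0.1 mM ATP and 0.5 mM fructose-6-phosphate in pH 8.0 TEA buffer. qHTS titrations up to 57 µM; curves classified by quality.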
VP16 counter – VP16 counterscreen qHTS for inhibitors of ROR gamma transcriptional activity | Drosophila S2 Gal4-VP16 UAS-luciferase, luminescence, 20 h | 310,000 tested, 3.5% active | Potency, µM (top dose mostly 53.6 µM), without a hit: top-dose activity, negative = inhibition, most hits filed as inhibitors | AID 2546, 2010;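 note: Gal4-VP16 expression switched on by copper sulfate through the metallothionein promoter; potency is the fitted concentration of half-maximal effect; % is set by controls: 0 for no effect and ±100 for the full control effect; nearly all actives have a fitted effect of over 50% in size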
* hit, by the source's call; ? = inconclusive; · = not tested or not shown; [ ] = remark or other dose. Unless noted, calls come from the whole dose curve; as a rule, active = well fitted curve in the direction sought with a large enough effect; inconclusive = small, poorly fitted or top-dose-only effect, or another doubt; inactive = no such curve, though single readings can be large; an effect the other way counts as inactive or inconclusive.

| SMILES | Rab9 promoter act | ELG1 genotox | Giardia kill | RORgamma inh | Tb PFK inh | VP16 counter | uPA generation | FLuc modulator | KCNH2 3.1 block | Coupling enz | NPC1 prom act |
| --- | --- | --- | --- | --- | --- | --- | --- | --- | --- | --- | --- |
| O=C(c1cc2nc(-c3ccco3)cc(C(F)(F)F)n2n1)N1CCCc2ccccc21 | 3% | -14% | -13 | 11% | -1% | -2% | -1% | -13% | 0 | 3 | 8% |
| COc1ccccc1CNC(=O)CSc1nnc2ccc(-c3cccnc3)nn12 | 5% | -5% | 3 | 20% | -1% | -1% | -1% | -2% | 12 | 0 | -4% |
| CCC(C)(C(=O)NC1CCCC1)N(C(=O)c1ccccn1)c1ccccc1 (stereo not given) | -1% | 0% | -14 | 11% | 2% | -4% | 5% | -2% | 2 | 0 | -6% |
| CN(/C=C/c1c([N+](=O)[O-])c(=O)n(C)c(=O)n1C)c1ccccc1 | -4% | 1% | -2 | -11% | 0% | 1% | -8% | -1% | 16 | -2 | -2% |
| Cc1nc2c(O)cccc2cc1CO | 4% | 2% | -19 | 10µM* | 2% | ? | 3% | -1% | 8 | -37* | -5% |
| Cc1ccc(NC(=O)Nc2cccnc2)cc1NC(=O)Nc1cccnc1 | 0% | -19% | 3 | -20% | 2% | -11% | ? | ? | -1 | -1 | 3% |
| Cc1ccc(OCC(O)CNS(=O)(=O)c2ccccc2C(=O)O)cc1 (stereo not given) | 0% | -1% | -2 | 17% | 5% | 2% | 2% | -16% | 13 | -5 | 0% |
| CCN(C[C@H]1N[C@@](CC)(C(=O)OC)[C@H]2C(=O)N(C)C(=O)[C@@H]12)C(=O)Nc1ccc(C(F)(F)F)cc1 | · | -1% | -7 | · | -3% | · | -10% | · | -7 | · | · |
| O=C(COC(=O)C1CCC1)NCc1ccccc1 | -3% | 7% | 11 | · | -7% | · | 2% | -3% | -6 | · | 0% |
| NS(=O)(=O)c1ccc(CCNC(=O)c2ccco2)cc1 | 3% | 2% | -16 | 12% | 2% | -8% | 4% | -2% | 16 | -1 | -4% |
| Cc1ncc(CN2CCCC(C(=O)Nc3ccc(-c4cccc(F)c4)cc3)C2)s1 (stereo not given) | 0% | -17% | -17 | 22% | 2% | -3% | ? | 3% | -14 | · | 1% |
| O=C(c1ccco1)N1CCN(C(=O)c2ccc(COc3ccc4c(c3)CCC4)o2)CC1 | ? | -7% | 7 | ? | -22% | -6% | -1% | ? | -22 | · | 19% |
| COC(=O)[C@@]1(Cc2ccc(OC)cc2)[C@H]2c3cc(C(=O)N4CCCC4)n(CCN4CCNC4=O)c3C[C@H]2CN1C(=O)c1ccccc1 | -16% | 4% | · | 41% | -7% | 0% | · | 4% | · | 0 | -2% |
| COc1ccc2cc(C3CC(c4ccco4)=NN3C(=O)CCC(=O)O)c(Cl)nc2c1 (stereo not given) | 0% | 4% | 5 | 2% | 0% | ? | 2% | ? | 8 | 7 | 1% |
| COc1ccc(N2CCN(C(=O)CCCn3c(=O)[nH]c4cc(Cl)ccc4c3=O)CC2)cc1 | -11% | 2% | 3 | 2% | -2% | -5% | -6% | 3% | -11 | 0 | 6% |
| Cc1cccc(S(=O)(=O)Nc2cc(Cl)ccc2N2CCOCC2)c1 | · | -4% | 6 | · | 5% | · | 16% | · | -3 | · | · |
| Cc1cccc(C)c1-n1c(C)cc(/C=N\NC(=O)CC(=O)NC2CCCCC2)c1C | -5% | 1% | 17 | -1%[10 µM] | 3% | -8% | -5% | -4% | -2 | 3 | -3% |
| CCCCn1nc(C(=O)Nc2cc(C(F)(F)F)ccc2N2CCOCC2)ccc1=O | -9% | -9% | 7 | · | -8% | · | -6% | 7% | 13 | · | 1% |
| CCn1cc(S(=O)(=O)N2CCN(Cc3cccc(Cl)c3)CC2)cn1 | 2% | 1% | -3 | 21% | 0% | 0% | -4% | 1% | 23 | 0 | -5% |
| O=C(Nc1cccc(O)c1)c1ccc(NC(=O)c2cccs2)cc1 | 5% | ? | -11 | 37% | 0% | -6% | 5% | 15µM* | -26 | · | ? |
| Cc1noc(NS(=O)(=O)c2ccc(N3Cc4ccccc4C3=O)cc2)c1C | 0% | 5% | -2 | 24% | 0% | 4% | 2% | ? | 9 | 7 | -4% |
| C=CCSc1nc(N)c(C(=O)Nc2ccccc2)cc1C#N | 2% | -3% | -12 | -36% | 1% | -26% | 0% | 2% | -3 | 1 | 4% |
| O=C(c1ccc(Cl)c(S(=O)(=O)N2CCOCC2)c1)N1CCN(Cc2ccccc2)CC1 | -7% | 0% | 8 | ? | -2% | 1% | 3% | 5% | -14 | 1 | 4% |
| Cc1ccc(S(=O)(=O)N(CC(=O)N2CCCC2)C2CCCCC2)cc1 | 2% | 0% | -5 | -7% | 1% | -13% | 4% | 1% | -3 | -1 | -5% |
| O=C(NC(=S)Nc1ccc(N2CCOCC2)cc1)c1cncc(Br)c1 | -6% | -5% | -11 | 5µM* | -1% | 8.9µM* | 10% | -13% | 9 | 0 | 1% |
| CC(C)CC(=O)c1c[nH]c(C(=O)NCCCn2ccnc2)c1 | -7% | -1% | -11 | 7% | -3% | -9% | -2% | 0% | -2 | 3 | 3% |
| O=C(NCc1ccccc1)c1ccc2c(=O)[nH]c3c(C(=O)NCC4CCCO4)sc(=S)n3c2c1 (stereo not given) | 5% | -5% | -6 | 14% | 7% | 0% | -3% | 27µM* | -8 | 4 | -4% |
| Cc1nnc(SCC(=O)c2c(N)n(C)c(=O)n(C)c2=O)n1Cc1ccccc1 | -2% | -5% | 5 | -1%[10 µM] | 1% | 3% | -15% | 2% | -18 | 0 | 3% |
| Cc1ccc(C(=O)Nc2nnc(S(=O)(=O)Nc3ccccc3C)s2)cc1C | 1% | 7% | -19 | 9% | 25% | -1% | ? | -4% | -10 | 16 | 0% |
| COC(=O)c1cccc(NC(=O)c2cc3sccc3n2C)c1 | 1.8µM* | ? | 6 | ? | 1% | 2% | 3% | 15µM* | 13 | -10 | 1.3µM* |
| C=CCC(=O)OCCCCCCOc1ccc(C(=O)O)cc1 | 2% | 4% | -5 | 9% | 4% | -11% | 4% | 0% | -15 | 16 | -1% |
| FC(F)(F)c1ccc(N=Cc2sc(N3CCOCC3)nc2-c2ccccc2)cc1 | 0% | 1% | -19 | 0% | 0% | 18% | -3% | -3% | -17 | 5 | 0% |
| O=C(O)CCCCCN1C(=O)/C(=C\c2cn(-c3ccccc3)nc2-c2cccs2)SC1=S | -12% | -2% | -8 | ? | -27% | 1% | -19% | -20% | -3 | 8 | -1% |
| CN(C)S(=O)(=O)c1cccc(-c2nnc(SCCNCCO)n2-c2ccc(F)cc2)c1 | -1% | 1% | 7 | -2% | -8% | 3% | -18% | -6% | -10 | -1 | -4% |
| CCN(CC)S(=O)(=O)c1cccc(C(=O)N[C@H](C(=O)OCC(=O)NC(=O)NC)C(C)C)c1 | -6% | 2% | -6 | -5% | 0% | 0% | -2% | 1% | -39 | 1 | 0% |
| COc1ccccc1CCNS(=O)(=O)c1cn(C)nc1C | 6% | -4% | 7 | ? | -6% | -3% | 2% | 4% | 2 | 2 | -6% |
| CCOC(=O)c1cc(C)sc1NC(=S)Nc1ccccc1 | -5% | 1% | -3 | ? | -2% | 3.2µM* | -2% | 3% | -1 | -3 | 0% |
| Cc1nc(C)n(CC(C)C(=O)N2CCN(S(=O)(=O)c3ccc(Cl)cc3)CC2)n1 (stereo not given) | ? | -5% | 35[activator] | -11% | -1% | 3% | 3% | 0% | 16 | 1 | -3% |

Screening results deposited in PubChem BioAssay by National Center for Advancing Translational Sciences (NCATS).
